Screening data deposited in PubChem by Broad Institute.
Xi reactivation – reactivates the inactive X chromosome in mouse fibroblasts | XiGFP mouse fibroblasts, % GFP-positive cells imaging, 3 d; cells co-treated with 5-aza-dC sensitizer; scaled so ellipticine positive control = 100% | activation, % at 7.58 µM | 360,000 compounds, 0.055% hits;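 active = mean normalized replicate activation at least 10% and every replicate at or above 10%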;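 note: 0% = median of on-plate neutral control wells and 100% = ellipticine 6 µM median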
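System: 68-5-11 XiGFP fibroblast line; Timing: 3 days compound exposure; Compound dosing: one concentration, pinned; Benchmarks: positive control ellipticine, 6 µM final; Buffer or medium: DMEM containing 5-aza-dC.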
CFTR F508del cor – CFTR F508del correction in bronchial cells; CFBE cells, YFP halide quenching; stimulated with forskolin plus potentiator P3; % fluorescence drop versus neutral controls; activity (quench increase), % at 7.58 µM; 350,000 compounds, 0.36% hits; AID 720511;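 active = mean added fluorescence quench of at least 8% versus neutral control, with both replicates also reaching 8%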;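 note: cells transiently co-express mutant CFTR-F508del with the halide-sensitive YFP; corrector assay measuring rescue of mutant channel to the surface after 24 h compound exposure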
ERAP1 inh – blocks human ERAP1 aminopeptidase activity; 340,000 compounds, 0.15% hits; Q9NZ08; recombinant ERAP1, Leu-AMC fluorescence, 60 min; inhibition, % at 10.7 µM;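 active = mean replicate inhibition of at least 30%, or all replicates individually reaching that 30% level; inactive = mean below 30% and not every replicate reaching it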;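 note: 0% = neutral control wells and 100% = L-leucinethiol positive control wells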
Target sequence (Q9NZ08 whole entry, looked up): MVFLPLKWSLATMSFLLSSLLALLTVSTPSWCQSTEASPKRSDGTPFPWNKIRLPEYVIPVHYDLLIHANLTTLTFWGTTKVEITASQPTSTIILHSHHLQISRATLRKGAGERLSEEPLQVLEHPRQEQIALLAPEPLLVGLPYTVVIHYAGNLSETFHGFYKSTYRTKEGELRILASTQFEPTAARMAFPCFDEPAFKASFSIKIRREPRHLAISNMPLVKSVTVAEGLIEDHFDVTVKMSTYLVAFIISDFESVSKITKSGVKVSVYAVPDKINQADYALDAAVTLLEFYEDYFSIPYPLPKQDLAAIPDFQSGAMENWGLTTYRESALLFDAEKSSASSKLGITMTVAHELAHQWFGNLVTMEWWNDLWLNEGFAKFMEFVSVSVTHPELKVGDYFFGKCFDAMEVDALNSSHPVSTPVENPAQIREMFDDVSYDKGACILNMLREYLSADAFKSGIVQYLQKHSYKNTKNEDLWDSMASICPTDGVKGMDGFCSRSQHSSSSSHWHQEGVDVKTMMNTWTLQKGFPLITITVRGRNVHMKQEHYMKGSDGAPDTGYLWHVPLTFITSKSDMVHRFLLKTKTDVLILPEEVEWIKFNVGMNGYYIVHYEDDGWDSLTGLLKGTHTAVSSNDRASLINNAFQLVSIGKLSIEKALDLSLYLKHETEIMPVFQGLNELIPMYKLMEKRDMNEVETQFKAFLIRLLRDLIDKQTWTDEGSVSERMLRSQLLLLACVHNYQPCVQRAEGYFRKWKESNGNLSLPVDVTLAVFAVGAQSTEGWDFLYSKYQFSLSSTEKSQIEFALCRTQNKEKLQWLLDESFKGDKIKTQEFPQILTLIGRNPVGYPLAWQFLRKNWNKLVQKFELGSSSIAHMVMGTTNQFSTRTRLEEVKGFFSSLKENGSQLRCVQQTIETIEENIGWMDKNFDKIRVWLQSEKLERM
ARNT-TACC3 inh – disruptors of human ARNT/TACC3 interaction | AID 623870 | 390,000 compounds, 0.66% hits | inhibition, % at 9.99 µM | AlphaScreen His-ARNT PAS-B/GST-TACC3 binding, luminescence; TACC3 fragment carries E629A point mutation | Q9Y6A5;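 active = mean inhibition of replicates at least 50% and at least half of replicates each reaching 50%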;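 note: 0% = complete ARNT plus TACC3 wells and 100% = ARNT alone without TACC3; many hits fall short of the cut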
INS-1E GSIS act – primary screen for activators of insulin secretion dependent on glucose, INS-1E cells, GLuc reporter luminescence; INS-1E GLuc reporter insulin secretion, 2-3 h; activation, % at 16.6 µM; 370,000 compounds, 0.61% hits; AID 743287;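 active = lowest replicate activation of at least 40%, so every replicate reaches that level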;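 note: 0% = median of neutral control wells and 100% = median of IBMX positive control wells; some compounds called inactive have numbers as strong as hits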
RAD54 branch – blocks human RAD54 Holliday junction branch migration | Q92698 | FAM/BHQ fluorescence | inhibition, % at 10.4 µM | 360,000 compounds, 0.14% hits | AID 602329;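 active = mean normalized replicate activity at least 40 and at least half of replicates scoring 40 or more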;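 note: 0% = median of neutral control wells and 100% = median of positive control wells; inhibitors cause a drop in the FAM fluorescence signal; in these data hits start at about 50%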
esBAF inh – blocks esBAF chromatin remodeling in mouse ES cells; Bmi1-luciferase knock-in reporter, 24 h; 100% = twice the neutral-well signal; AID 602393; reporter increase, % at 12.5 µM; 350,000 compounds, 2% hits; in the data active = activation above about 40%;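 note: 0% = median of the plate's neutral control wells and 100% = double that signal; a rise in the Bmi1 reporter signal indicates esBAF inhibition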
RAD52 inh – inhibitors of human RAD52 DNA annealing; recombinant RAD52 DNA annealing, FRET fluorescence; inhibition, % at 18.7 µM; 360,000 compounds, 0.46% hits;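 active = every replicate showing at least 50% inhibition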
* = called active by the depositor; nt = not tested or not shown; & = joins results of further samples.

Every second line gives: esBAF inh	ERAP1 inh	ARNT-TACC3 inh	CFTR F508del cor	Xi reactivation	INS-1E GSIS act	RAD54 branch	RAD52 inh
- CN1C(=O)c2cc(NC(=O)C3CCCC3)ccc2OC[C@@H]2O[C@H](CC(=O)Nc3ccccc3)CC[C@H]21
→ -4	-1	-7	-1.8	-0.1	-4	9	25
- COCC(=O)N[C@H]1C=C[C@H](CC(=O)NCc2ccc(Cl)cc2)O[C@H]1CO
→ 4	1	-4	0.5	-0.2	-11	-8	-8
- COc1ccc2c(C)c(CCC(=O)NC3CC3)c(=O)oc2c1
→ 14	nt	3	2.9	nt	11	-21	-1
- CCCCCC(=O)Nc1cccc(S(=O)(=O)NC2=NCCCCC2)c1
→ 4	-4	-13	-4.8	0.0	nt	-1	-18
- O=C(OCc1cn([C@@H]2CN(C(=O)c3cccs3)[C@@H](c3ccc(Cl)cc3)C[C@H]2O)nn1)c1ccccc1
→ -7	3	nt	-1.3	0.1	-9	-3	-2
- CCOC(=O)c1c(S(=O)(=O)N2CCN(c3ccc(F)cc3)CC2)c(C)n(C)c1C
→ -3	0	-1	0.3	0.1	26	nt	-1
- CC(C)(C)NC(=O)C(C1CC1)n1c(=O)c(-c2ccccc2)nc2ccccc21 (centres undefined)
→ nt	-3	nt	-0.7	0.3	-2	nt	-5
- Cc1c(Cl)cccc1N1C(=O)CC(NNC(=O)c2cccs2)C1=O (centres undefined)
→ -2	1	31	-3.2	0.1	-11	7	-19
- CC(=O)NCc1cc(-c2ccc(Cl)cc2)no1
→ nt	nt	-3	-1.8	0.2	20	nt	-12
- COc1cc(NC(=O)C2=C(N3CCOCC3)/C(=C\c3ccc(Cl)cc3Cl)CC2)cc(OC)c1OC
→ nt	2	-10	-2.2	0.0	nt	-2	-21
- O=c1[nH]cc(COCC(F)CCl)c(=O)[nH]1 (centres undefined)
→ -3	nt	-15	-2.1	-0.1	-4	nt	-10
- C[C@H](O)C#Cc1cnc2c(c1)C(=O)N([C@H](C)CO)C[C@H](C)[C@H](CN(C)C(=O)CC1CC1)O2
→ -1	-1	-5	0.9	0.6	23	11	-3
- O=C1COc2ccc(S(=O)(=O)NCCc3ccc(Cl)cc3)cc2N1
→ 0	-5	-25	-3.9	-0.1	-4	-2	-10
- Cn1c2c(c(=O)n(C)c1=O)NC1(N2)C(=O)Nc2ccccc21 (centres undefined)
→ 10	-1	28	-0.4	0.0	7	7	-10
- CCC(C)CCN1C(Nc2ccccc2)=NC[C@@H]1CC(C)C (some centres undefined)
→ -10	2	-4	2.5	0.1	-37	12	-9
- C[C@@H]1CN([C@H](C)CO)C(=O)c2cc(NC(=O)Cc3cn(C)c4ccccc34)ccc2O[C@H]1CN(C)S(=O)(=O)c1ccccc1
→ 7	2	-4	1.7	0.2	9	-2	-32
- C[C@@H]1CCCCO[C@H](CN(C)C(=O)c2ccccc2)[C@H](C)CN([C@@H](C)CO)C(=O)c2cc(NC(=O)Nc3ccc4c(c3)OCO4)ccc2O1
→ 6	-6	11	0.4	0.0	-3	-3	-3
- CC1OC(CCc2cccc(Cl)c2)Cc2[nH]c(=S)[nH]c(=O)c21 (centres undefined)
→ nt	3	nt	-3.3	-0.1	-6	nt	-20
- COc1ccc(/C=C/C(=O)N2CCNC(=O)C2)c(OC)c1
→ nt	1	0	0.9	-0.2	4	nt	-10
- C=CCN(C(=O)c1csnn1)C(C(=O)NC1CCCC1)c1cccs1 (centres undefined)
→ -5	1	-1	-0.7	0.0	4	5	-10
- O=C(CC1C(=O)NCCN1C(=O)Nc1ccc(F)cc1F)Nc1ccc(F)cc1 (centres undefined)
→ nt	nt	-3	-0.7	0.0	5	nt	-31
- Cc1ccc(S(=O)(=O)Nc2cc(C)c(O)c(S(=O)(=O)c3ccc(C)cc3)c2)cc1
→ -8	4	7	nt	nt	-13	3	3
- Cc1ccc(S(=O)(=O)NC(C)C(=O)Nc2ccc3c(c2)OCO3)cc1 (centres undefined)
→ -4	0	-16	-0.1	0.0	-10	-2	-14
- O=C(CSc1ccccn1)Nc1ccc2[nH]c(=O)[nH]c2c1
→ -1	3	-1	3.6	0.1	-10	10	0
- Cc1ccc(N=C2C(=O)Nc3c(C)cccc32)cc1
→ 3	nt	-5	1.7	0.2	4	-8	-10
- O=C(O)Cc1cccc2c(=O)cc(-c3ccccc3)oc12
→ nt	1	nt	0.7	0.1	-2	nt	-11
- CC(=O)NC[C@H]1[C@@H](c2ccccc2)[C@@H](CO)N1C(=O)Cc1cccnc1
→ 2	2	-8	-2.2	0.7	7	-2	-9
- CN1CCC(=NNC(=O)C(=O)Nc2ccccc2F)CC1
→ -6	4	nt	-0.6	0.7	6	9	-19
- COc1ccc(/C(O)=C2/C(=O)C(=O)N(c3ncccn3)C2c2ccc(OC)cc2)cc1 (centres undefined)
→ nt	4	-10	-1.7	0.0	-18	nt	-17
- C[C@H]1CCCCO[C@H](CN(C)C(=O)Nc2cccc3ccccc23)[C@@H](C)CN([C@@H](C)CO)C(=O)c2cc(NC(=O)Nc3ccc(C(F)(F)F)cc3)ccc2O1
→ 3	-5	5	0.0	-0.1	5	-1	15
- Cc1nc2sccn2c(=O)c1S(=O)(=O)Nc1ccc(N2CCN(S(C)(=O)=O)CC2)cc1
→ 0	-2	-4	1.3	0.1	18	1	-4
- CN1C(=O)C(C)(C)c2cc(S(=O)(=O)N3CCCC(C(=O)NCc4ccc(Cl)cc4)C3)ccc21 (centres undefined)
→ 6	1	0	3.7	0.3	-23	-5	-50
- CN(C(=O)CSc1nc2ccccc2c(=O)n1-c1ccc(F)cc1F)C1CCS(=O)(=O)C1 (centres undefined)
→ 14	-3	0	-9.6	-0.1	16	-6	-16
- O=C(NCC[C@H]1CC[C@H](NC(=O)c2cnccn2)[C@@H](CO)O1)Nc1ccc(Cl)cc1
→ -11	2	1	-2.3	0.3	-19	7	5
- NC(=O)c1ccc(NC(=O)CN2CCN(Cc3ccccc3)CC2)cc1
→ -5	0	1	1.1	0.0	-3	-5	-13
- Cc1ccc(S(=O)(=O)Nc2ccc3c(c2)C(=O)N([C@@H](C)CO)C[C@H](C)[C@H](CN(C)Cc2ccccc2)O3)cc1
→ 2	0	-3	2.9	0.0	-11	5	7
- COc1cccc(NC(=O)N(C)C[C@@H]2OCc3cnnn3CCCC(=O)N([C@H](C)CO)C[C@@H]2C)c1
→ -8&3&-1	-3&3&-3	0&0	1.3&1.4&-1.7	-0.1&0.0	7&-2	3&-2	-3&-15&8
- O=C(NCCc1nc2ccccc2[nH]1)c1ccc(F)cc1
→ -3	-2	-6	2.6	nt	nt	4	-10
- CC1=C(C(=O)N(C(C)C)C(C)C)CC(CC(=O)NCCCCc2ccccc2)C(=O)N1CCCN1CCCC1=O (centres undefined)
→ -1	-2	nt	0.9	0.1	-4	-3	-3
- COCCn1c(SCC(=O)OC(C)C)nnc1-c1ccccc1
→ -8	-3	-10	nt	nt	15	2	3
- CCCOc1ccc(C(=O)Nc2ccc(S(=O)(=O)N3CCN(C)CC3)cc2)cc1
→ -3	-4	-3	-2.7	0.0	1	5	1
- COc1ccc(S(=O)(=O)NCC2CCCN(C(=O)CN3CCCCC3)C2)cc1 (centres undefined)
→ nt	-1	2	-3.7	-0.1	12	nt	-8
- O=C(CCN1C(=O)/C(=C/c2ccccc2Cl)SC1=S)N1CCOCC1
→ 29	1	nt	-1.4	0.2	-3	-4	-20
- Cc1ccc(OC(C)C(=O)Nc2ccc(S(=O)(=O)Nc3cc(C)on3)cc2)cc1 (centres undefined)
→ 1	nt	2	nt	nt	8	3	nt
- O=C(COc1cccc(C(F)(F)F)c1)Nc1nnc(C2CC2)s1
→ 4	3	nt	5.5	0.1	6	nt	-3
- O=C(C[C@H]1CC[C@@H]2[C@H](COC[C@@H](O)CN2C(=O)C2CC2)O1)NCc1ccccc1Cl
→ -6	2&-4	-4	0.5&-2.7	0.1&-0.1	0&17	1	-5&-11
- Cc1cc(NC(=O)NC(=O)c2ccccc2NC(=O)CN(C)C)ccc1Oc1ncc(Br)cn1
→ nt	0	-1	1.2	1.4	nt	nt	12
- CN(C)S(=O)(=O)c1ccc(Nc2ccc(-c3ccc4c(c3)OCCO4)nn2)cc1
→ -9	-1	-7	-1.7	nt	-5	5	-10
- CC(=O)c1ccc(N2CCN(CC(=O)Nc3ccccc3C(=O)NC3CC3)CC2)c(F)c1
→ -5	0	-7	1.9	-0.1	1	-1	4
- COc1ccc2c3c(n(C)c2c1)[C@@H](CO)N(C(=O)Nc1ccc(F)cc1)CC31CCN(C(=O)Cc2ccncc2)CC1
→ nt	1	nt	-3.8	0.2	0	nt	11
- COC(=O)c1cn(-c2ccccc2)c(=O)c2ccccc12
→ -12	0	-4	0.3	0.0	32	4	-17
- CC(=O)N1[C@H](CO)[C@@H](c2ccccc2)[C@H]1CN(C)S(=O)(=O)c1ccccc1
→ 1	1	-5	-1.1	0.3	11	-3	-16
- COc1cc(CN2CC3(CN(C(=O)CN4CCOCC4)C3)c3c(n(C)c4cc(OC)ccc34)[C@@H]2CO)cc(OC)c1
→ nt	3	nt	-1.3	0.0	12	nt	-4
- c1ccc2oc(-c3csc(NCC4CCCO4)n3)cc2c1 (centres undefined)
→ nt	-2	-1	-0.2	0.0	7	nt	-7
- COc1cc2c(cc1OC)CN(C(=O)/C=C/c1ccccc1[N+](=O)[O-])CC2
→ 5	-2	-5	-0.2	nt	5	-4	-13
- CN(C)S(=O)(=O)c1ccc2c(c1)c(=O)c(C(=O)NCCCN1CCCCCC1)cn2C
→ 4	nt	-4	1.1	0.3	-9	-27	-1
- C[C@H](CO)N1C[C@H](C)[C@@H](CN(C)C(=O)CCCN(C)C)OCCCC[C@H](C)Oc2ccc(NC(=O)CCCN(C)C)cc2C1=O
→ -5	-2	2	1.2	-0.1	40	-6	9
- OCCC1CN(Cc2ccc(-c3ccco3)cc2)CCN1Cc1ccsc1 (centres undefined)
→ nt	4	17	0.7	0.1	14	nt	-16
- COc1ccc(NC(=O)Nc2ccc3c(c2)C(=O)N([C@H](C)CO)C[C@@H](C)[C@@H](CN(C)C(=O)NC2CCCCC2)OCCCC[C@@H](C)O3)cc1
→ nt	5	nt	-1.5	-0.1	-7	nt	2
- Cc1ccc(C)c(NC(=O)CSc2nnc(-c3n[nH]c4ccccc34)o2)c1
→ nt	nt	-2	nt	0.1	-11	-2	nt

Additional records follow:
Every second line gives: esBAF inh	ERAP1 inh	ARNT-TACC3 inh	CFTR F508del cor	Xi reactivation	INS-1E GSIS act	RAD54 branch	RAD52 inh
- CSc1nc(N)nc(SCC(=O)Nc2cccc(F)c2)c1C#N
→ nt	nt	25	nt	0.3	-37	-4	nt
- CNC(=O)C[C@H]1CC[C@@H]2[C@H](COc3ccc(NC(=O)c4cc(C)on4)cc3C(=O)N2C)O1
→ 3	nt	-4	2.9	0.1	6	-5	nt
- O=C(Nc1ccon1)c1csc2c1CCCC2
→ -2	-2	-1	-1.3	nt	nt	0	-18
- CC1CN(C2CCCCC2)c2nc3c(c(=O)[nH]c(=O)n3C)n2C1 (centres undefined)
→ -4	nt	-3	nt	nt	27	-10	nt
- Cn1c2ccc(F)cc2c2nnc(NN)nc21
→ nt	nt	nt	0.4	0.0	-4	13	6
- CC1(Oc2ccccc2-c2ccno2)CCN(Cc2csc3ccccc23)C1 (centres undefined)
→ -2	0	nt	3.5	-0.1	-2	2	-5
- COc1ccc(C2SCC(=O)N2c2ccc(C)cc2)cc1 (centres undefined)
→ 8	2	-33	-0.7	0.0	0	11	-3
